eIF4E 4G PPI: eIF4E–eIF4G protein interaction inhibitors, primary screen, biochemical, uHTS, TR-FRET, eIF4GI fragment. Eukaryotic translation initiation factor 4E (Mus musculus) + Eukaryotic translation …. TR-FRET eIF4E-eIF4GI(517-606) binding, 2 h. inhibition, % at 21.7 µM. actives 0.37% (n = 220,000). AID 782, 2007;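 active = inhibition above about 30%, limit read from the data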;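 note: 0% = full FRET control wells and 100% = background wells lacking eIF4GI fragment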
Target sequence (P63073 whole entry, looked up, the tested form may be a part): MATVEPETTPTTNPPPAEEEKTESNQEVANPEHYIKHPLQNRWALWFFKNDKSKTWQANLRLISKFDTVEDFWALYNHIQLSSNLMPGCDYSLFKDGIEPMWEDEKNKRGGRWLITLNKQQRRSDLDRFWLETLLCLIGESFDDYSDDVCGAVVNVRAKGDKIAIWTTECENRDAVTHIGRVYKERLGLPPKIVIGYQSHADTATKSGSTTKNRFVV
Target sequence (Q04637 whole entry, looked up, the tested form may be a part): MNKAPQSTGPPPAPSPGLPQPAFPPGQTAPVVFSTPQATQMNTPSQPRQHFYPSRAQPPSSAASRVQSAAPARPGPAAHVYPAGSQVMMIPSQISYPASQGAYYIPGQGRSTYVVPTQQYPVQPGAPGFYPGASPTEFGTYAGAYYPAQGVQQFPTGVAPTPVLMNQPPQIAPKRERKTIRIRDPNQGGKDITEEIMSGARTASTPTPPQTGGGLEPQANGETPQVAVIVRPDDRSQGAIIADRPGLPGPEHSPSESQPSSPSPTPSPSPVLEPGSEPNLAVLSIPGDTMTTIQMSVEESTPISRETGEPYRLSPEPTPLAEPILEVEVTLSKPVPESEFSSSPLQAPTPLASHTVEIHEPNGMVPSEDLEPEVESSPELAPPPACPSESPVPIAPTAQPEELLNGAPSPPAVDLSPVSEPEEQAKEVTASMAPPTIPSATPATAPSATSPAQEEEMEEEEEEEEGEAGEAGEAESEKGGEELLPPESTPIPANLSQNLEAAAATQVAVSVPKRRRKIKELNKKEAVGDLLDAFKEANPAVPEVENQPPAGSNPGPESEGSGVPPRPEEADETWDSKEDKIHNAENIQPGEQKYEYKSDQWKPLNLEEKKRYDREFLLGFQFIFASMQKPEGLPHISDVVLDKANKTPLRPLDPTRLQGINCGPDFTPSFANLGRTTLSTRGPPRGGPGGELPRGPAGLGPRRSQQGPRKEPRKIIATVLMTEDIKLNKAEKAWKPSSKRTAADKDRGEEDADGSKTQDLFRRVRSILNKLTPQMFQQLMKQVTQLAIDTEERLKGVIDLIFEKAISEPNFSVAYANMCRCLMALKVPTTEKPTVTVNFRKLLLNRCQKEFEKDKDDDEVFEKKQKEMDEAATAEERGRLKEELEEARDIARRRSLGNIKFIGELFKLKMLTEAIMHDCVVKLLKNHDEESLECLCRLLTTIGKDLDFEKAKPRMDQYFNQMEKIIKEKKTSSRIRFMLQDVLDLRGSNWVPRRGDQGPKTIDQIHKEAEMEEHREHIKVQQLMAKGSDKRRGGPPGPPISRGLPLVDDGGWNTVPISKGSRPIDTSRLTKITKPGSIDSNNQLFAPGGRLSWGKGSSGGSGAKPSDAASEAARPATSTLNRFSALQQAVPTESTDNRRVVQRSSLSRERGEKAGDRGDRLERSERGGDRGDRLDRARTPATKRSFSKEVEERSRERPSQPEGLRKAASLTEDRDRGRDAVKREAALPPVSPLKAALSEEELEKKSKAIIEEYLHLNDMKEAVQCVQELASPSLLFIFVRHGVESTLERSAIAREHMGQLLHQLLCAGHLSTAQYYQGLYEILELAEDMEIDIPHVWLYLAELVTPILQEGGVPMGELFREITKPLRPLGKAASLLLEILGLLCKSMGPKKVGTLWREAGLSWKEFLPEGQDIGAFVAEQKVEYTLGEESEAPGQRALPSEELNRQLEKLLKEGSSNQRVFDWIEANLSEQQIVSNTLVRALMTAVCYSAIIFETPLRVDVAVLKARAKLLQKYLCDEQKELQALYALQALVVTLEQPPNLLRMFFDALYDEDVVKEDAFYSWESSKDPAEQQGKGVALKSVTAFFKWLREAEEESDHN
S1P4 antagonist: S1P4 receptor antagonists, primary screen, cell-based; inhibition, % at 4.98 µM; Sphingosine 1-phosphate receptor 4 (Homo sapiens), O95977; actives 0.26% (n = 220,000); S1P4-expressing cells, antagonist mode, reporter read-out; in the data active = inhibition above about 29%;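 note: 0% = wells stimulated with agonist and 100% = vehicle wells without agonist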
S1P4 ag: S1P4 receptor agonists, primary screen, cell-based; actives 0.35% (n = 220,000); activation, % at 4.98 µM; Sphingosine 1-phosphate receptor 4 (Homo sapiens), O95977; S1P4-expressing cell line, agonist reporter assay; AID 1509, 2009; in the data active = activation above about 11%;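 note: 0% = DMSO vehicle and 100% = reference agonist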
PGE2 EP2 inh: human EP2 receptor antagonists, primary screen, TR-FRET cAMP, C6 glioma cells | C6 glioma cells expressing human EP2; cells stimulated with saturating PGE2 | inhibition, % at 25 µM | actives 0.52% (n = 260,000) | Prostaglandin E2 receptor EP2 subtype (Homo sapiens), P43116 | AID 1422, 2008;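 active = percent inhibition above 40 after rounding to a whole number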;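 note: rat C6 glioma host cells with rolipram phosphodiesterase inhibitor present; the protocol text gives 20 µM as final concentration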
NPY-Y2 PAM-ag: NPY-Y2 potentiators or agonists, primary screen, cell-based. cells expressing NPY-Y2, potentiator/agonist read-out. activation, % at 3.6 µM. Neuropeptide Y receptor type 2 (Homo sapiens), P49146. actives 0.45% (n = 220,000); in the data active = activation above about 27%;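 note: cells stimulated with NPY near EC25 plus isoproterenol at EC100; 0% = vehicle plus submaximal agonist and 100% = vehicle plus saturating agonist; some results beyond the cut were filed as inactive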
NPY Y1 blocker: NPY-Y1 receptor antagonists, primary screen, cell-based. Neuropeptide Y receptor type 1 (Homo sapiens), P25929. HEK293-CNG Y1 cells, membrane potential fluorescence; NPY at EC95, then isoproterenol. inhibition, % at 3.6 µM. actives 1% (n = 200,000). AID 1040, 2008;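 active = inhibition above the campaign mean inhibition of all tested compounds plus 3 SD, cut at about 20% in these data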;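 note: 0% = DMSO wells given NPY plus isoproterenol and 100% = isoproterenol alone without NPY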
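Assay system: HEK293 Y1/CNG channel cell line; Doses: single compound dose of 3.6 µM, 0.4% DMSO; Timing: dye 3 h, compound 60 min room temperature, stimulation 45 min; Technique: Membrane-potential fluorescent dye readout; Measure: % inhibition of NPY effect.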
NPY1 pot ag: NPY-Y1 receptor potentiators or agonists, primary screen, cell-based; AID 1304, 2008; NPY-Y1 expressing cells, potentiator/agonist activation; Neuropeptide Y receptor type 1 (Homo sapiens), P25929; actives 0.37% (n = 220,000); activation, % at 3.6 µM; in the data active = activation above about 33%, passing the limit was not always enough;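 note: cells stimulated with NPY at EC10 then isoproterenol at EC100; 0% = low agonist plus stimulus and 100% = saturating agonist plus stimulus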
p97 ATPase inh: inhibitors of human p97 ATPase, primary screen, biochemical | Transitional endoplasmic reticulum ATPase (Homo sapiens), P55072 | recombinant p97 ATPase, Kinase-Glo ATP luminescence, 3 h | inhibition, % at 8 µM | actives 0.42% (n = 220,000) | AID 1481, 2009; in the data active = inhibition above about 15%;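 note: 0% = DMSO vehicle and 100% = wells lacking enzyme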
EP2 modulator: EP2 receptor modulators, cAMP readout, primary screen, cell-based, HTRF cAMP, PGE2 stimulation. Prostaglandin E2 receptor EP2 subtype (Homo sapiens), P43116. EP2-expressing cells, cAMP HTRF FRET, PGE2 co-stimulation. induction, % at 25 µM. actives 0.83% (n = 260,000). AID 940, 2007;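 active = compounds whose cAMP rise, as percent of the full-agonist control response, exceeds 60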;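 note: rat C6 glioma line stably carrying human EP2 under a CMV promoter; the protocol text gives 20 µM as final concentration; 100% = response of wells given 1 µM PGE2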
Numbers without * were called inactive; / = no result given; & = joins results of further samples; [ ] = dose if it differs, or a comment. These rows are one share of the data, so the mix of outcomes need not match the whole.

SMILES	eIF4E 4G PPI	S1P4 antagonist	S1P4 ag	PGE2 EP2 inh	NPY-Y2 PAM-ag	NPY Y1 blocker	NPY1 pot ag	p97 ATPase inh	EP2 modulator
COc1c(F)c(F)c(C(=O)Nc2ccc(NC(=O)c3ccco3)cc2)c(F)c1F	-20	-34	0.7	10	-7	-12	-9	-4	-40
Cc1ccccc1NC(=O)c1oc(=O)c2ccccc2c1-c1ccccc1	0	1	-0.2	10	-7	10	-12	1	44
O=C(NCC1CCCO1)c1sc2ccccc2c1Cl (stereo not given)	-1[fluorescence artefact?]	-10	2.1	17	-1	8	-30	-7	-3
Cc1ccc(-c2nnc(-c3ccncc3)n2-c2ccc(C)cc2)cc1	3[fluorescence artefact?]	1	5.0	7	4	5	30	0	15
O=c1c2ccccc2n2c(-c3ccc(C(F)(F)F)cc3)nnc2n1Cc1ccccc1	0	-9	-1.0	12	12	-1	10	6	31
N/C(=N\OC(=O)Cc1ccc(-c2ccccc2)cc1)c1cccnc1	3	-27	1.1	4	-5	0	-11	-13	-17
CCOC(=O)N1CCN(c2nc(-c3ccc(F)cc3)cs2)CC1	4	-7	-3.3	4	-14	7	-45	1	21
COc1cccc(CC(NC(C)=O)C(=O)NC2CCN(C(=O)C3CC3)CC2)c1OC (stereo not given)	-3	2	-0.9	6	-4	7	-2	2	18
O=C(CNC(=O)c1cccc(F)c1)OCc1cc(=O)n2cc(Br)ccc2n1	2	-14	0.1	20	4	4	-3	6	25
O=C(OCC(=O)N(C1CCCCC1)C1CCCCC1)c1cnccn1	8[fluorescence artefact?]	-35	1.5	/	-6	1	14	-8	1
Nc1nnnn1CC(=O)N/N=C/c1cc([N+](=O)[O-])ccc1O	-6	-3	0.0	6	8	0	1	7	15
Cc1ccc(C2C(=O)N(C3CCCC3)CC(=O)N2C2CCCCC2)cc1 (stereo not given)	2[fluorescence artefact?]	7	1.4	4	7	3	-5	0	6
O=S(=O)(Nc1ccc(-n2cccc2)cc1)c1ccccc1	-1	1	0.7	9	1	4	18	1	-13
Cc1cc(C)nc(Nc2n[nH]c(-c3ccccc3Cl)n2)n1	-3	-16	-0.6	13	-16	2	-1	-5	-38
Cc1cc(=O)[nH]c(SCC(N)=O)c1C#N	-4	9	1.2	16	4	0	-21	-3	24
C/C(=N/NC(=O)c1cc(-c2ccc(Cl)s2)[nH]n1)c1ccco1	-8	11	0.7	4	11	/	-3	7	-46
O=C(COC(=O)/C=C/C(=O)N1CCN(c2ccccc2)CC1)NC(c1ccccc1)c1ccccc1	-4	19	0.0	7	2	1	14	4	17
COc1ccc(NC(=O)c2nnn(Cc3ccc(SC)cc3)c2N)c(OC)c1	0	-11	1.9	6	-8	3	-11	1	4
CO/N=C/CC(=O)Nc1ccc(F)cc1F	4	-18	1.4	8	-2	3	9	3	-29
COc1ccc(NC(=O)CC2CCCCC2)cc1OC	17	-14	-3.4	14	-11	2	0	-3	13
Cc1ccc(NC(=O)CN(C)CC(=O)Nc2ccccc2Oc2ccccc2)cc1	3	-22	-1.4	5	-9	10	0	-8	47
O=C(O)C1C2CCC(O2)C1C(=O)NCc1ccc(Cl)cc1 (stereo not given)	-1	7	1.0	6	12	-1	-16	4	15
Oc1ccc(Br)cc1/C=N/n1cnc2ccccc21	-2	-10	1.0	4	-8	-5	3	5	-11
Cc1c(N2C(=O)c3cccc4cccc(c34)C2=O)cnn1C	-5	-12	8.8	7	5	/	12	5	-28
CCOCCCNC(=O)c1ccc(Br)cc1	-14	2	-1.0	14	16	4	-1	3	11
Cc1cc(C)c(S(=O)(=O)n2c([N+](=O)[O-])cnc2C)c(C)c1	1	-5	0.2	11	9	-2	-16	3	3
CCOc1ccc2[nH]c(=O)c(CN(CCN3CCCC3)C(=S)Nc3ccccc3OCC)cc2c1	3	4	-0.8	10	-6	5	-2	7	-46
COc1ccc(-c2nc(N)n(C(=O)c3ccc(C)cc3)n2)cc1	-11	-12	0.7	6	0	-5	-32	-3	-17
Cc1ccc(S(=O)(=O)NC2OC(=O)C(Cl)=C2Cl)cc1 (stereo not given)	-4	-25	1.1	5	4	6	0	-3	2
CC1(C)C=C(c2ccc(O)cc2)CC(C)(C)N1	6	14	20*	-5	36*	-2	23	6	-2
O=C(CCNC(=O)c1ccccc1)OCN1C(=O)c2ccccc2C1=O	1	-10	-0.1	12	1	3	4	0	0
CSc1ccc(C(=O)C2CCCN(Cc3ccc(N4CCNC4=O)cc3)C2)cc1 (stereo not given)	1	-19	1.6	8	-33	1	0	2	7
Cc1ccc(SCC(=O)Nc2ccc(S(=O)(=O)Nc3nccs3)cc2)cc1	2	-7	-1.8	7	2	6	0	1	-10
O=C(Nc1ccc(Br)cc1)Nc1ccccc1F	5	6	0.7	6	20	-4	-11	-1	-20
CCc1ccnc(NS(=O)(=O)c2ccc3c(c2)CCO3)c1	0	1	1.0	5	-10	/	15	0	-4
O=C(CCCN1C(=O)CCC1=O)Nc1cccc(C(F)(F)F)c1	-1	9	1.0	8	1	2	19	6	-2
O=C(Nc1cccc(-c2nc3ccccc3o2)c1)c1ccc(N2C(=O)C3C4C=CC(C4)C3C2=O)cc1 (stereo not given)	-25	17	-0.3	12	1	-2	6	5	-38
O=C(CSc1nc2ccccc2[nH]1)N1CCN(c2ccccc2)CC1	2	-1	-0.7	19	-1	0	-21	-3	-10
CCN(CC)S(=O)(=O)c1ccc(Nc2nc3ccccc3n3nnnc23)cc1	0	-2	-0.6	12	6	0	8	6	1
O=C(Nc1nncs1)c1c(F)c(F)c(F)c(F)c1F	2	1	-0.4	4	6	2	11	6	5
Cc1cnc([N+](=O)[O-])n1CCOC(=O)NC(=O)c1ccccc1	-3	9	1.2	5	-4	2	1	1	-32
Cc1ccc2[nH]c(=O)c(CN(Cc3cccnc3)C(=S)NCCCN(C)C)cc2c1	1	6	-0.5	6	1	-3	-3	5	-32
COc1ccc(/C=N/n2c(C)cc(C)c(C(N)=O)c2=O)cc1	1	-10	-1.4	14	0	-3	-13	2	35
COc1ccc(-c2cn3cc(C(=O)NN)ccc3n2)cc1	-2	-11	0.1	6	-2	4	-2	0	-22
O=C(Nc1ccc(OC(=O)c2ccco2)cc1)c1ccco1	5	14	0.5	4	-1	5	-17	-13	4
CCc1ccc(C(=O)CSc2n[nH]c(C)n2)cc1	4[fluorescence artefact?]	-10	1.5	12	6	6	14	4	20
COc1ccc(NS(=O)(=O)c2ccc(N3CCOCC3)c(NC(=O)c3cccc(F)c3)c2)cc1	-5	-2	4.3	8	10	-5	-14	3	32
Cc1cccc(NC(=O)c2ccc(Cn3cc(C(F)(F)F)ccc3=O)cc2)c1	0	-22	1.0	4	-6	-3	-3	2	-13
CCC1CN(C)C2Cc3c([nH]c4ccccc34)C(=O)CC1C2C(=O)OC (stereo not given)	-11	2	-0.4	13	-12	/	11	2	4
COc1ccc(NC(=O)COC(C)=O)cc1OC	7	9	-0.9	2	1	-4	0	5	13
O=C(COc1ncnc2scc(-c3ccccc3)c12)NC1CCCc2ccccc21 (stereo not given)	3[fluorescence artefact?]	-18	0.2	20	-5	-1	-1	-1	3
COc1ccc(CC(=O)Nc2cccc3ncccc23)cc1OC	2	-6	1.3	2	2	12	-19	1	14
COc1ccc(C(=O)C(CN2CCOCC2)c2ccccc2)cc1 (stereo not given)	4[fluorescence artefact?]	45*	-2.6	3	-10	4	-9	-6	24
Cc1ccccc1-c1nnc(-c2ccccc2C)o1	0	-3	-0.4	9	-8	15	-40	-3	29
CCOC(=O)c1nn(-c2cccc(Cl)c2)c2nc(Nc3ccccc3)cc(=O)n12	17	-15	1.1	0	5	3	7	0	1
Cc1ccc(S(=O)(=O)n2nc(-n3c(C)ccc3C)c3c(F)cccc32)c2ccccc12	-2	-4	-1.2	10	-20	/	5	2	-10
COC(=O)c1cc2ccsc2n1CC(=O)Nc1ccc(N(C)C)cc1	-14	-16	0.5	13	-9	2	-9	-7	6
FC(F)(F)c1cccc(NC(=S)NC(c2ccccc2)c2ccccc2)c1	4	5	3.8	4	7	-5	1	-3	15
O=C(CSc1nncs1)NC(=O)NC1CCCC1	-4	-12	0.6	4	-10	0	9	1	32
OCC1CCCN(Cc2cn(Cc3ccccc3)nc2-c2cc3ccccc3o2)C1 (stereo not given)	0	5	0.8	11	-12	13	-14	6	-61
Carrying on:
SMILES	eIF4E 4G PPI	S1P4 antagonist	S1P4 ag	PGE2 EP2 inh	NPY-Y2 PAM-ag	NPY Y1 blocker	NPY1 pot ag	p97 ATPase inh	EP2 modulator
O=C(CSc1ccc(-c2ccccn2)nn1)NCc1ccc(Cl)cc1	-4	-13	2.5	12	1	10	-7	-2	-52
O=C(C1CC1)N1CCN=C1SCc1ccc(Cl)cc1	7	9	-0.3	/	-11	7	-5	3	11
O=C1NN(c2ccccc2)C(=O)/C1=C/c1ccc(-c2ccc(Cl)c(C(=O)O)c2)o1	2	0	2.3	0	-1	-1	7	6	26
Fc1ccc(CSc2nnc(-c3cnccn3)n2Cc2ccco2)cc1	2	-23	-0.2	3	-3	4	-3	-6	25
Cc1cc(C(=O)Nc2nnc(C3CCCCC3)s2)no1	1[fluorescence artefact?]	-21	1.1	8	-5	6	-30	-5	28
CS(=O)(=O)c1ccc(C(=O)NCc2ccccc2F)cc1	-5	5	-1.0	9	6	4	-10	5	7
Cc1ccc(S(=O)(=O)Nc2ccc(-c3nnc(SCc4ccccc4Cl)o3)cc2)cc1	1	-11	1.2	12	6	4	15	0	23
CN(c1cccc(NC(=O)c2ccc(Cl)c(S(=O)(=O)Nc3ccccc3)c2)c1)S(C)(=O)=O	0	-16	-1.2	8	3	-3	17	-2	-8
CCOC(=O)C(C)(C)Sc1nc2c(cnn2-c2ccc(C)cc2)c(=O)[nH]1	3[fluorescence artefact?]	-4	1.9	22	-32	-3	-7	-5	20
CCCCNCc1nc2ccccc2c(=O)[nH]1	3	-25	-0.2	0	-2	11	-5	0	14
c1coc(-c2ncc[nH]2)c1	7	-7	2.2	9	-6	-6	-7	5	24
O=C(/C=C/c1ccccc1[N+](=O)[O-])N1CCN(c2ccc(F)cc2)CC1	3	9	2.1	6	-6	4	-14	-2	-72
Nc1c(C(=O)N2CCOCC2)sc(=S)n1-c1ccccc1	3	-16	0.7	7	-6	-1	-9	1	17
CC(Sc1nc(-c2ccccc2)cc(C(F)(F)F)n1)C(=O)O (stereo not given)	0	-1	0.8	27&7	-26	16	-17	-8	-2&13
